# HepG2 viability – HepG2 cytotoxicity, counter-screen for TGF-b inhibitors. HepG2 CAGA-GFP viability, ATP luminescence, 18 h. Potency, µM (doses to about 46.1 µM), for the others: top-dose activity change, negative = cytotoxicity, usual class: cytotoxic. hit rate 0.76% among 410,000. AID 588856; also: potency is read from the fitted curve at half-maximal effect; some results filed as inactive show a strong effect at the top dose
#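 HepG2 CAGA-GFP cells (1000/well, DMEM with 1% FBS) received compound, then TGF-beta at 500 pg/mL final, and were incubated 18 hours at 37 degrees C. Viability was read by CellTiter-Glo luminescence. Media-only wells were set as complete cell-killing and DMSO as no toxicity.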
# A549 viability – counter-screen for Nrf2 inhibitors: cytotoxicity in A549 cells | hit rate 0.16% among 390,000 | A549 ARE-Fluc cells, CellTiter-Fluor viability, 18-24 h | Potency, µM (titrated, usually from 46 µM), inactives show at the highest dose activity change, negative = cytotoxicity, most hits filed as inhibitors; also: potency is read from the fitted curve at half-maximal effect; % is scaled to controls: 0 for no effect and ±100 for the full control effect
#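 A549 ARE-Fluc cells in 5% FBS OPTI-MEM, 5000 cells/well, rested 2 h then exposed to compounds in concentration-response for 18-24 h at 37 °C. Viability by CellTiter-Fluor fluorescence (Ex 405/Em 525) after 30 min; luciferase luminescence (BugLite, 15 min, RT) read afterwards.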
# Mm-Cpn inhibitor – M. maripaludis TRiC chaperonin inhibition | Potency, µM (doses to about 76.9 µM), without a hit: at the highest dose activity, negative = inhibition, actives largely listed as inhibitors | purified Mm-Cpn ATPase, ADP Transcreener TR-FRET | hit rate 0.031% among 330,000; also: potency is read from the fitted curve at half-maximal effect; % is scaled to controls: 0 for no effect and ±100 for the full control effect; nearly all actives have a fitted effect of over 80% in size
#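 TR-FRET (320 nm excitation; 590 and 665 nm emission) reports ADP made from 10 uM ATP by 25 nM enzyme; compounds were preincubated 10 min, reaction run 30 min, both at 37°C.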
# Nrf2 activator – activators of Nrf2 (ARE) signaling; AREc32 ARE-luciferase reporter (MCF7-derived line), luminescence, 24 h; Potency, µM (top dose mostly 46.1 µM), inactives show top-dose activation, hits mostly activators; hit rate 0.31% among 410,000; also: potency is read from the fitted curve at half-maximal effect; % of control where 0% means no effect; nearly all actives have a fitted effect of over 65% in size
#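 Cells of the AREc32 ARE-luciferase line are plated in OPTI-MEM containing 5% FBS and left overnight at 37 deg C. Compounds are pinned in, incubation continues 24 hr, and firefly luciferase signal is then measured.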
# Nrf2 block – inhibitors of Nrf2 signaling. A549 ARE-Fluc reporter, luciferase luminescence, 18-24 h. Potency, µM (series often up to 46 µM), for the others: top-dose activity change, negative = inhibition, usual class: inhibitors. hit rate 2.1% among 360,000. AID 504444; also: potency is read from the fitted curve at half-maximal effect; % is scaled to controls: 0 for no effect and ±100 for the full control effect; nearly all actives have a fitted effect of over 60% in size
#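 In this cell-based qHTS, ARE-driven firefly luciferase in A549 cells reports Nrf2 activity; the luminescent signal after BugLite lysis is the measured value, with a prior CellTiter-Fluor read for cell health.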
# TGFb SMAD3 inh – inhibitors of TGF-b signaling; hit rate 1.2% among 410,000; Potency, µM (top dose mostly 46.1 µM), for the others: at the highest dose activity, negative = inhibition, actives largely listed as inhibitors; HepG2 CAGA-GFP TGF-b/SMAD3 reporter, GFP fluorescence, 18 h; TGF-beta stimulated, 500 pg/mL final; also: potency is read from the fitted curve at half-maximal effect; % is scaled to controls: 0 for no effect and ±100 for the full control effect; nearly all actives have a fitted effect of over 65% in size
#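 Cell-based qHTS in HEPG2 carrying a CAGA-GFP Smad reporter; compounds added before 500 pg/mL final TGF-beta, 18 h incubation at 37 degrees C, GFP fluorescence quantified per cell by imaging cytometry.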
# Akt phos inh – Akt phosphorylation inhibition; hit rate 0.32% among 360,000; Neuro2A IGF-stimulated pAkt S473 HTRF, 20 min; stronger effect = lower value; activity change, % for hits at 50 µM; in the data active = activity change below about -80%; inconclusive = mostly about -51% to -80%; also: % is scaled to controls: 0 for no effect and ±100 for the full control effect
#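 Neuro2A cells in DMEM with 0.5% FBS, overnight at 37 deg C, given compound at single 50 µM final, then IGF (6 nM final) for 20 min at 37 deg C. Lysed; phospho-Akt Ser473 by HTRF after 24 h, 665/615 ratio.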
# CCT chaperon mod – changes cytosolic chaperonin activity; hit rate 0.3% among 360,000; purified chaperonin ATPase assay, HTRF ADP detection, 30 min; activity change, % (no concentration beside the values), hits read low; AID 651819; in the data active = activity change below about -30%; also: % is scaled to controls: 0 for no effect and ±100 for the full control effect
#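 We incubate TRiC, 40 or 20 nM final, with library compounds at 76 uM and 10 uM ATP for 30 min at 37 °C. ADP formed is detected with Transcreener HTRF reagents after 30 min at room temperature.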
# Abeta yeast res – A-beta toxicity reversal in yeast. Potency, µM (series often up to 46.1 µM), inactives show top-dose growth rescue, most hits filed as activators. hit rate 0.063% among 410,000. yeast expressing A-beta42, growth rescue, OD600, 48 h; response scale: 0% DMSO, 100% iron-clioquinol control; also: potency is read from the fitted curve at half-maximal effect; nearly all actives have a fitted effect of over 55% in size
#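 Growth rescue measured by 600 nm absorbance after 48 h yeast culture at 30 C with compound. Values normalized between DMSO and an equimolar ferric chloride plus clioquinol control.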
# * = called active by the depositor; i = inactive; ? = inconclusive; nt = not tested or not shown; [ ] = dose if it differs, or a comment. Unless noted, calls follow the shape of the dose curve; as a rule, active = well fitted curve in the direction sought with a large enough effect; inconclusive = small, poorly fitted or top-dose-only effect, or another doubt; inactive = no such curve, though single readings can be large; an effect the other way counts as inactive or inconclusive.
# The opening 9 records, ahead of the listing:
SMILES,HepG2 viability,A549 viability,Mm-Cpn inhibitor,Nrf2 activator,Nrf2 block,TGFb SMAD3 inh,Akt phos inh,CCT chaperon mod,Abeta yeast res
COCCCN1C(=O)N(c2ccc(F)cc2)C(=O)C1CC(=O)Nc1ccccc1 (stereo not given),-4%,-4%,-2%,0.1%,2%,5%,i,-6.2,3%
O=C(COc1ccccc1)Nc1cccc(-c2nc3cc4ccccc4cc3[nH]2)c1,10µM*,?,-8%,-0.5%,nt,?,nt,1.4,-34%[inhibitor]
Cc1nc(SCc2nc3ccccc3[nH]2)c2oc3cc([N+](=O)[O-])ccc3c2n1,-36%,-9%,-2%,4.9%,-29%,?,nt,nt,-6%
CC1CCCC(C)N1C(=O)CSc1nnnn1C1CCCC1 (stereo not given),0%,15%,-5%,2.2%,?,26%,i,-1.4,-5%
O=S(=O)(c1ccc(F)cc1)c1nc(-c2ccc(F)cc2)oc1NCCN1CCOCC1,7%,-4%,1%,0.4%,-10%,19%,i,-1.5,-5%
O=C(NCc1ccccc1)NC1CCS(=O)(=O)C1 (stereo not given),-1%,5%,3%,0.0%,4%,6%,i,-2.6,-9%
C=CCSc1nnc2n(-c3ccccc3OC)c(=O)c3c4c(sc3n12)CCC4,-22%,-16%,0%,0.0%,-16%,?,i,-7.7,-10%
O=C(N/N=C/c1coc2ccccc2c1=O)c1ccccc1Br,-1%,-3%,0%,1.7%,-9%,-13%,i,-1.4,-7%
CC1CCCc2sc3nc(SCC(=O)c4ccc(Br)cc4)nc(N)c3c21 (stereo not given),-17%,-3%,nt,6.6%,-13%,?,nt,nt,0%

# Results, from the start:
SMILES,HepG2 viability,A549 viability,Mm-Cpn inhibitor,Nrf2 activator,Nrf2 block,TGFb SMAD3 inh,Akt phos inh,CCT chaperon mod,Abeta yeast res
COCCCN1C(=O)N(c2ccc(F)cc2)C(=O)C1CC(=O)Nc1ccccc1 (stereo not given),-4%,-4%,-2%,0.1%,2%,5%,i,-6.2,3%
O=C(COc1ccccc1)Nc1cccc(-c2nc3cc4ccccc4cc3[nH]2)c1,10µM*,?,-8%,-0.5%,nt,?,nt,1.4,-34%[inhibitor]
Cc1nc(SCc2nc3ccccc3[nH]2)c2oc3cc([N+](=O)[O-])ccc3c2n1,-36%,-9%,-2%,4.9%,-29%,?,nt,nt,-6%
CC1CCCC(C)N1C(=O)CSc1nnnn1C1CCCC1 (stereo not given),0%,15%,-5%,2.2%,?,26%,i,-1.4,-5%
O=S(=O)(c1ccc(F)cc1)c1nc(-c2ccc(F)cc2)oc1NCCN1CCOCC1,7%,-4%,1%,0.4%,-10%,19%,i,-1.5,-5%
O=C(NCc1ccccc1)NC1CCS(=O)(=O)C1 (stereo not given),-1%,5%,3%,0.0%,4%,6%,i,-2.6,-9%
C=CCSc1nnc2n(-c3ccccc3OC)c(=O)c3c4c(sc3n12)CCC4,-22%,-16%,0%,0.0%,-16%,?,i,-7.7,-10%
O=C(N/N=C/c1coc2ccccc2c1=O)c1ccccc1Br,-1%,-3%,0%,1.7%,-9%,-13%,i,-1.4,-7%
CC1CCCc2sc3nc(SCC(=O)c4ccc(Br)cc4)nc(N)c3c21 (stereo not given),-17%,-3%,nt,6.6%,-13%,?,nt,nt,0%
Cc1nn(C)c(C(=O)N/N=C/c2cccnc2)c1Br,12%,-1%,1%,-1.1%,1%,8%,i,-5.7,-13%
CC(C)c1ccc(/C=C2\NC(=O)NC2=O)cc1,-3%,0%,1%,-0.3%,-14%,12%,i,1.5,1%
COc1cc(C(=O)NCCNc2nc3cc(C)ccc3cc2C#N)cc(OC)c1OC,-11%,0%,0%,1.0%,?,-2%,i,-0.7,-2%
Cc1nc(N2CCOCC2)c2cc(-c3ccccc3)sc2n1,-59%,?,-4%,0.4%,-2%,30%,i,1.3,-41%[inhibitor]
O=C(NC(=S)Nc1ccc(N2CCCCC2)c(Cl)c1)c1cccs1,-29%,-1%,nt,5.5%,?,?,i,-6.0,12%
CN(C)c1ccc(CNC(=O)c2ccc(NC(=O)N3CCCCc4ccccc43)cc2)cc1,-16%,-3%,nt,-0.4%,-1%,-18%,nt,nt,-11%
Cc1cnc(NC(=O)CSc2nnc3ncccn23)s1,-1%,3%,3%,-0.5%,?,5%,i,-2.0,-12%
O=C(c1ccc(Cl)c([N+](=O)[O-])c1)N(c1ccccn1)c1ccccn1,6%,0%,-1%,27%,9%,0%,i,0.0,-7%
COc1ccc(OC)c(/C=N/n2c(C)nc3ccccc3c2=O)c1,-18%,-3%,nt,-0.2%,-13%,0%,i,0.2,-3%
Cc1nn(C)c(C)c1NC(=O)C12CC3CC(CC(C3)C1)C2,5%,-2%,1%,0.4%,6%,-8%,i,-2.5,12%
COc1ccc(-c2cc(C3CC3)nc3sc(C#N)c(N)c23)cc1,2%,0%,-12%,-0.3%,?,?,i,0.4,27%
O=C(COC(=O)c1ccc2c(c1)OCCO2)NCCc1ccc(F)cc1,-1%,2%,-3%,-0.4%,8%,11%,i,2.4,-11%
Cc1c(C(=O)N2CCN(C(=O)c3ccco3)CC2)oc2c(Cl)cccc12,-5%,-2%,-2%,0.0%,?,0%,i,-0.7,9%
Cc1ccc(Cn2c(=O)sc3ccccc3c2=O)cc1,7%,?,2%,0.3%,-17%,4%,i,-2.1,23%
COC(=O)c1ccc(S(=O)(=O)N2CCC(C(N)=O)CC2)n1C,0%,1%,-1%,-0.9%,11%,-1%,i,-0.3,0%
CS(=O)(=O)c1nc(S(=O)(=O)c2ccc(Cl)cc2)c(NCc2ccccn2)s1,4%,-1%,?,-0.1%,-21%,6%,i,1.0,-7%
O=C(O)/C=C\C(=O)Nc1ccc(N2CCN(c3cccc(Cl)c3)CC2)cc1,-7%,-14%,1%,-0.1%,5%,-4%,i,-0.8,-55%[inhibitor]
COc1cc(NC(=O)Cn2cnc3ccccc3c2=O)c(OC)cc1Cl,4%,2%,1%,0.3%,1%,8%,i,-1.6,-3%
Cc1cccc(C(=O)NNC(=O)CSc2nnc(C(C)C)n2C)c1,-7%,1%,-4%,-0.4%,-14%,-11%,i,-2.5,-4%
Cc1nnc(NC(=O)CN2CCN(Cc3ccccc3Cl)CC2)s1,-26%,-2%,0%,-0.9%,-9%,?,i,-0.3,-3%
O=C(O)c1ccccc1SCCS(=O)(=O)c1ccc(Cl)cc1Cl,3%,-3%,1%,0.0%,7%,5%,i,1.8,-10%
C=C(CCO)C1=CCN(S(=O)(=O)C(C)(C)C)[C@H]1CCO,-29%,11%,nt,-0.2%,11%,10%,i,-3.1,-4%
COc1ccccc1OCC(=O)Nc1ccccc1C(=O)NCc1cccnc1,-10%,5%,-1%,3.1%,-7%,-4%,i,-2.2,5%
CCc1nc2c(OCc3ccc(F)c(F)c3)cccn2c1N(C)C(=O)c1cccs1,-10%,nt,nt,1.1%,nt,-14%,i,-0.1,-40%[inhibitor]
COc1ccc(C(=O)OCn2nnc3ccccc3c2=O)cc1,2%,0%,-1%,-0.6%,3%,19%,i,1.9,1%
CSc1nc2nc(Cl)c(Cl)nc2[nH]1,-25%,nt,nt,-0.2%,nt,1%,i,-0.8,-15%
CC1CCc2nn(CC(=O)N3CCCCCC3)cc2C1 (stereo not given),-35%,0%,0%,-0.1%,2%,1%,i,-3.2,-5%
Cc1ccccc1NC(=O)Cn1c(=O)oc2ccccc21,-14%,3%,2%,0.7%,-10%,-12%,i,-1.8,0%
Cc1cccc(Oc2ccc(S(=O)(=O)N3CCCCC3)cc2N)c1,-28%,2%,-1%,0.5%,?,?,i,2.7,7%
c1ccc(-c2csc3nnc(SCc4ccc5c(c4)OCO5)n23)cc1,-16%,16%,1%,3.2%,-24%,1%,i,-1.8,6%
CC(C)C[C@@H](CN1CCCC1CN1C(=S)NC[C@@H]1Cc1ccc(O)cc1)N1C[C@H](Cc2ccccc2)N(CC2CCCCCC2)C1=S (stereo not given in full),-7%,-17%,nt,-0.6%,-7%,16µM*,i,0.9,1%
CCOc1ccc2nc(NC(=O)C(NS(=O)(=O)c3cccc4nsnc34)C(C)C)sc2c1 (stereo not given),-21%,-9%,-1%,3.0%,?,?,i,-1.8,0%
O=C(CSc1ccc(-c2ccco2)nn1)NCc1ccc(Cl)cc1,-5%,-3%,-8%,28%,6%,-4%,i,2.9,-7%
COc1cc(-c2ccc(NC(C)=O)c(OC)c2)ccc1NC(C)=O,-5%,16%,-3%,2.1%,1%,-6%,i,-0.4,5%
CS(=O)(=O)c1ccc(NC(=O)CCCc2nc3ccccc3c(=O)[nH]2)cc1,14%,-3%,0%,-0.8%,-12%,3%,i,-1.1,3%
O=C(CCc1ccc(F)c(F)c1)NC1CCCN(Cc2ccc(Cl)cc2)C1 (stereo not given),-25%,2%,0%,-0.4%,-6%,-20%,i,-0.7,1%
Cc1ccc(NC(=S)NC2CCN(Cc3ccccc3)CC2)cc1C,-2%,-3%,-1%,-0.9%,-3%,3%,i,-0.7,-6%
CCOC(=O)c1c(C=O)c(C)n(Cc2ccccc2)c1C,-27%,0%,1%,-0.3%,22%,-14%,i,0.3,-15%
N#C/C(=C/c1ccc(N2CCCC2)c([N+](=O)[O-])c1)c1nc2ccccc2[nH]1,-19%,-2%,2%,-0.5%,27%,32%[activator],nt,1.9,0%
O=C(CC(=O)NN=C1CCCCCC1)NCc1cccnc1,4%,6%,-1%,3.0%,7%,25%,i,-1.7,-14%
